# hcDAF-12 act: activators of H. contortus DAF-12 nuclear receptor; 1.4% of 370,000 active; HEK293 hcDAF-12 lit1-tk-luc reporter, luminescence; 0% DMSO, 100% Δ7-dafachronic acid; AID 652067; activation, % at 6.8 µM;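 active = activation above the mean of all tested compounds plus 3 SD, cut at about 5.5% in these data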;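 note: 100% = response to 3 µM Δ7-dafachronic acid high control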
# FXN GAA850 act: increases GAA850 frataxin promoter reporter activity; 0.56% of 360,000 active; AID 540364; HEK293 lucGAA850 FXN promoter luciferase reporter, 24 h; percent of 10 µM SAHA response; activation, % at 6 µM;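 active = activation above the average of all compounds screened plus 3 SD, cutoff fixed separately per campaign, cut at about 7.5% in these data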;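 note: 0% = DMSO wells and 100% = 10 µM SAHA wells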
# ssDAF-12 act: activators of S. stercoralis DAF-12 nuclear receptor. HEK293 ssDAF-12/GRIP1 lit1-tk-luc reporter, luminescence; % of 3 µM dafachronic acid response. activation, % at 6.8 µM. 1% of 370,000 active. AID 652126;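 active = activation above the mean over all tested compounds plus 3 SD, cut at about 0.9% in these data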;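 note: 0% = DMSO-only wells and 100% = 3 µM delta7-dafachronic acid wells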
# PLC-gamma1 inh: blocks human PLC-gamma1 enzyme activity | P19174 | purified PLC-gamma1, fluorogenic substrate, fluorescence | inhibition, % at 12.2 µM | 0.84% of 370,000 active | AID 720700; in the data active = inhibition above about 9.5%
# ADAM17 inh: inhibits human ADAM17. recombinant ADAM17, EDANS/DABCYL FRET peptide cleavage. P78536. 0.83% of 370,000 active. AID 720648. inhibition, % at 6.95 µM;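 active = inhibition above the mean of compounds lying between control limits plus 3 SD, set per campaign, cut at about 8.5% in these data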;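 note: 0% = DMSO-only wells as the low control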
# PLCb3 inh: inhibitors of human phospholipase C beta3; Q01970; AID 720704; 0.18% of 370,000 active; Purified PLC-beta3, fluorogenic substrate, fluorescence; inhibition, % at 12.2 µM; in the data active = inhibition above about 11%;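 note: 0% = median of compound wells on plate and 100% = full blocker control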
# ADAM10 inh: ADAM10 inhibition, QFRET primary screen; recombinant ADAM10, EDANS/DABCYL FRET peptide cleavage, 3 h; 0.62% of 370,000 active; inhibition, % at 7 µM;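 active = inhibition above a per-campaign cutoff equal to the mean of compounds falling between control-based bounds plus 3 SD, cut at about 20% in these data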;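 note: 0% = DMSO wells while the 100% control is not disclosed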
# DAX1 inh-1: inhibits human nuclear receptor DAX1; P51843; HEK293 Gal4-DAX1 luciferase reporter, luminescence; inhibition, % at 6.75 µM; 0.99% of 340,000 active; AID 504766;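 active = inhibition above the mean over all tested compounds plus 3 SD, cut at about 4.2% in these data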;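 note: 0% = DAX1-transfected cells with DMSO and 100% = empty-vector control cells with DMSO; inhibition shows as a rise in luminescence from relieved DAX1 repression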
# hgDAF12 agonist: activates the H. glycines DAF-12 receptor ligand-binding domain. HEK293 GAL4-hgDAF12 UAS-luciferase reporter, agonist luminescence; normalized to butyrate control. activation, % at 6.8 µM. 1.8% of 370,000 active. AID 687014;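 active = activation above a cutoff set at the mean of all screened compounds plus 3 SD, cut at about 10% in these data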;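 note: 0% = DMSO wells and 100% = sodium butyrate wells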
# sPLA2-III inh: Inhibits HGIII-sPLA2 liposome hydrolysis, primary screen. Q9NZ20. QFRET BODIPY PC-A2 liposome hydrolysis, fluorescence. inhibition, % at 12.2 µM. 0.56% of 370,000 active. AID 743126;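 active = inhibition above mean plus 3 SD of compounds lying within the high and low control bounds, cut at about 19% in these data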;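 note: 0% = median of test compound wells and 100% = no enzyme DMSO wells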
# DAX1 inh-2: DAX1 (NR0B1) inhibition, primary screen; AID 652010; inhibition, % at 6.8 µM; 1.1% of 370,000 active; HEK293T StAR-luciferase reporter, SF-1/DAX-1 repression relief;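 active = inhibition above the mean over all tested compounds plus 3 SD, cut at about 3.6% in these data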;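 note: 0% = DAX-1 cells with DMSO and 100% = cells lacking DAX-1 with DMSO; higher inhibition means more luminescence from relief of DAX-1 repression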
# * hit, by the source's call; i = inactive; . = not tested or not shown.
entry	canonical_smiles	hcDAF-12 act	FXN GAA850 act	ssDAF-12 act	PLC-gamma1 inh	ADAM17 inh	PLCb3 inh
1	CC(=O)c1c(C)[nH]c(C(=O)Nc2nc(-c3ccc(Cl)cc3)cs2)c1C	0.1	0.3	-1.2	2.3	1.1	-0.7
2	O=C(CCS(=O)(=O)c1ccccc1)Nc1ccc(F)cc1F	-2.1	.	-0.8	-1.8	1.1	2.1
3	O=C(C(=O)N(Cc1ccccc1)Cc1ccccc1)c1c(-c2ccccc2)[nH]c2ccccc12	-1.2	-8.4	-0.5	-3.9	10.9*	-1.5
4	CCOC(=O)c1c(NC(=O)C2C3CCC(O3)C2C(=O)O)sc2c1CCC(CC)C2 (centres undefined)	-1.6	1.6	-1.4	1.7	-1.5	-2.4
5	COC(=O)c1cc(NS(=O)(=O)c2ccc(N3CCCCC3)c([N+](=O)[O-])c2)cc(C(=O)OC)c1	-0.9	-0.3	-1.0	0.7	5.9	3.4
6	O=C(COC(=O)c1ccc(=O)[nH]c1)Nc1cccc(S(=O)(=O)N2CCOCC2)c1	-1.3	-2.4	-0.8	-1.5	-1.0	-4.0
7	CCS(=O)(=O)N1CCN(Cc2ccncc2)CC1	1.5	-0.5	-1.6	-0.9	4.0	0.2
8	Cc1cccc(C)c1Nc1c(-c2ccc(N3CCOCC3)cc2)nc2cnccn12	1.1	2.4	-0.2	-395.8	-17.1	i
9	O=C(CC1SC(=O)N(c2ccccc2)C1=O)Nc1ccc(Cl)cc1 (centres undefined)	0.9	2.9	-0.9	-3.8	5.9	-9.3
10	CCOc1cc(C(=O)OCC(=O)Nc2c(C)cccc2C)ccc1OCC(=O)N1CCOCC1	1.3	-0.7	-1.2	1.1	1.1	1.2
11	COC(=O)[C@]1(C)N[C@H](CN(C)C(=O)Nc2ccc(OC)cc2)[C@@H]2C(=O)N(C)C(=O)[C@@H]21	-0.1	-1.8	-0.8	-0.8	-0.3	0.7
12	Cc1c(C(=O)OC(C)C(C)C[N+](C)(C)C)oc2ccccc12 (centres undefined)	-1.3	-3.2	-0.9	3.1	0.6	0.7

entry	ADAM10 inh	DAX1 inh-1	hgDAF12 agonist	sPLA2-III inh	DAX1 inh-2
1	11.8	-0.2	0.6	1.7	0.6
2	-3.9	.	3.8	4.0	-0.2
3	22.0*	-2.8	-5.2	-12.8	-4.5
4	-12.0	-0.2	0.5	-6.9	-0.6
5	17.9	0.0	-0.1	-43.4	0.7
6	0.3	0.5	2.3	-4.1	0.0
7	-3.1	0.8	1.9	6.8	0.2
8	-37.4	1.1	2.6	7.0	-0.2
9	7.2	2.8	3.1	-10.9	0.4
10	2.0	-0.4	-1.4	1.9	0.1
11	4.8	-1.5	-1.3	2.3	1.3
12	1.3	1.9	-0.9	11.6	0.2

# Arranged by count of non-hydrogen atoms (rising): part of the list above.
entry	canonical_smiles	hcDAF-12 act	FXN GAA850 act	ssDAF-12 act	PLC-gamma1 inh	ADAM17 inh	PLCb3 inh
7	CCS(=O)(=O)N1CCN(Cc2ccncc2)CC1	1.5	-0.5	-1.6	-0.9	4.0	0.2
12	Cc1c(C(=O)OC(C)C(C)C[N+](C)(C)C)oc2ccccc12 (centres undefined)	-1.3	-3.2	-0.9	3.1	0.6	0.7
1	CC(=O)c1c(C)[nH]c(C(=O)Nc2nc(-c3ccc(Cl)cc3)cs2)c1C	0.1	0.3	-1.2	2.3	1.1	-0.7
6	O=C(COC(=O)c1ccc(=O)[nH]c1)Nc1cccc(S(=O)(=O)N2CCOCC2)c1	-1.3	-2.4	-0.8	-1.5	-1.0	-4.0
8	Cc1cccc(C)c1Nc1c(-c2ccc(N3CCOCC3)cc2)nc2cnccn12	1.1	2.4	-0.2	-395.8	-17.1	i
5	COC(=O)c1cc(NS(=O)(=O)c2ccc(N3CCCCC3)c([N+](=O)[O-])c2)cc(C(=O)OC)c1	-0.9	-0.3	-1.0	0.7	5.9	3.4
3	O=C(C(=O)N(Cc1ccccc1)Cc1ccccc1)c1c(-c2ccccc2)[nH]c2ccccc12	-1.2	-8.4	-0.5	-3.9	10.9*	-1.5

entry	ADAM10 inh	DAX1 inh-1	hgDAF12 agonist	sPLA2-III inh	DAX1 inh-2
7	-3.1	0.8	1.9	6.8	0.2
12	1.3	1.9	-0.9	11.6	0.2
1	11.8	-0.2	0.6	1.7	0.6
6	0.3	0.5	2.3	-4.1	0.0
8	-37.4	1.1	2.6	7.0	-0.2
5	17.9	0.0	-0.1	-43.4	0.7
3	22.0*	-2.8	-5.2	-12.8	-4.5

# (further entries)
entry	canonical_smiles	hcDAF-12 act	FXN GAA850 act	ssDAF-12 act	PLC-gamma1 inh	ADAM17 inh	PLCb3 inh
13	O=C(O)CSc1nc2ccccc2c(=O)[nH]1	-1.8	1.9	-1.3	-2.3	-2.3	-1.0
14	Cc1ccccc1Cn1cc(NC(=O)c2cc3nc(-c4ccco4)cc(C(F)(F)F)n3n2)cn1	-1.0	-1.1	-1.5	-21.0	4.9	-22.0
15	Clc1cccc(CSc2ccc(-c3ccco3)nn2)c1	-0.2	2.4	-1.2	-0.6	-2.0	-8.1
16	CCCc1cc(-c2nc(N)ncc2-c2ccc3c(c2)OCCCO3)c(O)cc1OC	-2.5	0.4	-2.0	-15.0	7.8	-13.5
17	N#Cc1ccc(C(=O)Nc2nnc(-c3ccccn3)o2)cc1	-0.4	6.3	-1.4	3.6	-19.3	7.6
18	Cc1ccccc1C(=O)Nc1nnc(-c2ccco2)o1	1.9	1.4	-0.2	0.3	-0.5	3.6
19	CCOc1cc(OCC)cc(C(=O)N2CCC[C@@H]2C(=O)N2CCC[C@@H]2C(=O)NCc2ccccc2Cl)c1	2.0	.	1.0*	-3.1	-6.1	-4.6
20	CCCCOCCCNC(=O)C[C@H]1C[C@@]2(C(=O)OC)C(=C[C@H](COCc3ccccc3)O[C@@H]2C)N(Cc2ccc3c(c2)OCO3)C1=O	-0.4	.	-1.0	1.5	4.7	3.8
21	O=S1(=O)N[C@@H](Cc2ccccc2)COc2cc(N3CCOCC3)ccc21	-1.4	.	-0.6	0.1	-3.0	3.8
22	CCOc1ccc(NC(=O)CN(C)C(=O)c2cc([N+](=O)[O-])ccc2N2CCCCC2)cc1OCC	-1.2	-0.4	-0.7	-0.3	-1.3	-5.2

entry	ADAM10 inh	DAX1 inh-1	hgDAF12 agonist	sPLA2-III inh	DAX1 inh-2
13	-1.4	0.4	1.8	-0.9	0.3
14	-9.1	0.6	-1.9	7.0	-0.3
15	-6.9	1.9	6.1	-0.9	-1.4
16	9.6	-1.4	-1.4	-19.8	-0.4
17	2.9	0.2	-2.8	-0.1	-0.2
18	-2.7	-0.7	6.8	-2.0	2.9
19	-10.5	.	3.5	-1.5	-0.7
20	8.8	.	-0.9	-11.6	-0.2
21	-6.5	.	0.8	5.3	-0.7
22	-2.0	0.5	0.8	-6.6	-0.8
